Screening results: PubChem, several laboratories
PRMT1 inh = inhibitors of human PRMT1; actives 1.3% (n = 370,000); inhibition, % at 2.79 µM; recombinant PRMT1, activity-based probe fluorescence polarization; Q99873;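 active = inhibition above about 21% made by adding two undisclosed values, limit read from the data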
PG9 Ab binder = small molecules binding HIV-1 gp120 antibody PG9; TR-FRET gp120-PG9 antibody binding; inhibition, % at 6.7 µM; actives 0.43% (n = 360,000); in the data active = inhibition above about 8.5%
HTRA1 inh = blocks human HTRA1 serine peptidase; actives 0.5% (n = 340,000); Q92743; inhibition, % at 5.96 µM; AID 504803; recombinant HTRA1, FP-rhodamine activity-based probe, fluorescence polarization; in the data active = inhibition above about 36%;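 also: 0% = enzyme with DMSO and 100% = wells lacking enzyme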
TCR CD3 inh = inhibitors of human TCR-CD3 interaction | TAMRA-labeled TCR probe fluorescence, biochemical | inhibition, % at 9.4 µM | actives 0.37% (n = 360,000) | AID 651800; in the data active = inhibition above about 19%;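 also: recombinant mutant TCR 2C K166C tagged with TAMRA read by polarization; 0% = receptor in buffer alone and 100% = receptor with positive control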
rCAG RNA binder = molecules binding r(CAG) RNA repeats. r(CAG) RNA repeat, TO-PRO-1 dye displacement fluorescence. inhibition, % at 3 µM. actives 1.3% (n = 370,000);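 active = inhibition above the plate cutoff, the mean of all test compounds on that plate plus 3 SD, cut at about 35% in these data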;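 also: 0% = DMSO alone and 100% = 100 µM mitoxantrone as full dye displacement; higher means more dye released from RNA so lower well fluorescence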
LEDGF integ inh = blocks HIV-1 LEDGF/p75-dependent DNA integration; TR-FRET IN-LEDGF/p75 DNA integration, Eu/Cy5; inhibition, % at 3.7 µM; actives 0.64% (n = 370,000); AID 743269;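 active = inhibition above the screen-wide mean plus 3 SD, cut at about 13% in these data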;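 also: signal is the Cy5 over europium emission ratio at 671 and 618 nm; 0% = plate median of compound wells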
Rev-erbA mod = modulators of human Rev-erb alpha DNA binding. P20393. Rev-erbα–FITC-DNA binding, fluorescence polarization, 90 min. activity, % at 10 µM. actives 0.79% (n = 370,000). AID 1259318;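 active = activity above about 14%, limit read from the data; passing the limit was not always enough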;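 also: 0% = DMSO wells with 35 nM protein and 100% = DMSO wells with 750 nM protein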
Target sequence (P20393 whole entry, looked up): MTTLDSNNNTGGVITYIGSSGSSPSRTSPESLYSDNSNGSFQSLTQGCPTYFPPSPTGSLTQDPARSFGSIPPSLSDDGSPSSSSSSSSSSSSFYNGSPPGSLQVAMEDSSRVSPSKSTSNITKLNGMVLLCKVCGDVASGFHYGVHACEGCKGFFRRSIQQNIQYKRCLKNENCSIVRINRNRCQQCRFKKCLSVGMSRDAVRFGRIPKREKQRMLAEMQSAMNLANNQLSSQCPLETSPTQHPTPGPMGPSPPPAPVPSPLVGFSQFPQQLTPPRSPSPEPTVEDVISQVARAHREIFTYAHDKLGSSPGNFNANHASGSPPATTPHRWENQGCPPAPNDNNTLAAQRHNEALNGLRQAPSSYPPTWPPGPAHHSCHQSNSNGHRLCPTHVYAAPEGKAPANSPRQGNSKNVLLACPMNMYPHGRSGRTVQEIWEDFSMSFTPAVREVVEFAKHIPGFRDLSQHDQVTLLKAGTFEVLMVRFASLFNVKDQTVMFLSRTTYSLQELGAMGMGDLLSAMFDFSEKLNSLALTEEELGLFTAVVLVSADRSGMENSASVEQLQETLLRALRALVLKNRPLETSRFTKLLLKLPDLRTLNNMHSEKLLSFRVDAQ
mABHD4 FP = inhibitors of mouse ABHD4; actives 0.54% (n = 370,000); inhibition, % at 8.92 µM; purified mABHD4, FP-Rh probe fluorescence polarization;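 active = inhibition exceeding the mean over every tested compound plus 3 SD, cut at about 30% in these data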;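 also: 0% = plate median of compound wells and 100% = S159A mutant with DMSO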
Target sequence (Q8VD66 whole entry, looked up): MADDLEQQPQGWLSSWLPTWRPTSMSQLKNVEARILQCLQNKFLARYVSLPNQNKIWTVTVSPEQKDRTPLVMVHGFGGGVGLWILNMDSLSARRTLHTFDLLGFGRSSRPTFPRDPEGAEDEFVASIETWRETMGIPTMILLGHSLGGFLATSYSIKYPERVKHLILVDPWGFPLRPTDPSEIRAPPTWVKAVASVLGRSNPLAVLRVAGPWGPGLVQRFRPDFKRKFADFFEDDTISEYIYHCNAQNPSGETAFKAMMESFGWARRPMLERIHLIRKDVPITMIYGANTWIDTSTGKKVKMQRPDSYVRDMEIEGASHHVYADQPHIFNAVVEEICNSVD
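Assay system: mouse ABHD4 enzyme, wild type / Also added: fluorescent activity-based probe FP-Rh / Doses: single nominal dose of 8.92 µM, 0.89% DMSO final / Timing: 45 min compound pre-incubation plus 60 min probe step, 25 °C / Signal: FP readout, ex 525 nm / em 598 nm / Control set: S159A mutant/DMSO as 100%, compound-well median as 0%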
TDP2 inh = blocks human TDP2 phosphodiesterase activity | recombinant TDP2, T5PNP hydrolysis, p-nitrophenol absorbance 415 nm | inhibition, % at 12.8 µM | actives 0.34% (n = 370,000) | AID 720702;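 active = inhibition above the mean of all tested compounds plus 3 SD, set per campaign, cut at about 25% in these data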;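 also: 0% = DMSO with enzyme and 100% = buffer with substrate but no TDP2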
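Incubation: 2 h at 37 °C; Test system: recombinant human TDP2; Quantity: enzyme 120 nM; Read-out basis: percent inhibition; Medium: 50 mM Tris-HCl pH 7.5 with Mg2+, KCl, DTT, BSA; Repeats: single replicate; Compound: 12.8 µM single point, 1% DMSO; Signal: epi absorbance; Reagent: 5 mM T5PNP chromogenic substrate; Benchmarks: no-enzyme high, DMSO-plus-enzyme low.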
SIAE inh = blocks human sialic acid acetylesterase; Q9HAT2; SIAE FP-Rh probe binding, fluorescence polarization; inhibition, % at 9.66 µM; actives 0.69% (n = 370,000);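 active = inhibition above a cutoff: mean of compounds within the control limits plus 3 SD of those, cut at about 17% in these data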;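 also: 0% = plate median of compound wells and 100% = probe without SIAE protein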
* marks the source's active call; other numbers are inactive results; · = no result given. This is a subset. The share of hits here may be higher or lower than overall.

The first two records (preview)
Each structure is followed by: PRMT1 inh	PG9 Ab binder	HTRA1 inh	TCR CD3 inh	rCAG RNA binder	LEDGF integ inh	Rev-erbA mod	mABHD4 FP	TDP2 inh	SIAE inh
> COc1cc(-c2nnc(NC(=O)CCS(=O)(=O)c3ccccc3)o2)cc(OC)c1OC
    0	0.1	8	3	7	3	1	12	7	4
> CCCN1CCC(=O)N([C@H](CSc2ccc(OC)cc2)CC(C)C)CC1
    1	-1.5	-6	2	-10	-1	-3	-1	-6	-1

This part in full, from the first entry:
Each structure is followed by: PRMT1 inh	PG9 Ab binder	HTRA1 inh	TCR CD3 inh	rCAG RNA binder	LEDGF integ inh	Rev-erbA mod	mABHD4 FP	TDP2 inh	SIAE inh
> COc1cc(-c2nnc(NC(=O)CCS(=O)(=O)c3ccccc3)o2)cc(OC)c1OC
    0	0.1	8	3	7	3	1	12	7	4
> CCCN1CCC(=O)N([C@H](CSc2ccc(OC)cc2)CC(C)C)CC1
    1	-1.5	-6	2	-10	-1	-3	-1	-6	-1
> COc1ccc(N(CC(=O)Nc2ccc(S(=O)(=O)N3CCOCC3)cc2)S(=O)(=O)c2ccccc2)cc1
    0	-2.0	-26	-7	11	1	0	-24	4	-25
> CCOc1ccc(CNC(=O)Cn2nc(C)n3nc(-c4ccccc4)cc3c2=O)cc1
    -2	-0.3	6	-6	3	-1	3	-4	3	1
> CC1(C)C2CCC1(CS(=O)(=O)N1CCC(C(N)=O)CC1)C(=O)C2 (stereo unspecified)
    1	0.5	2	1	-4	-1	2	-2	-14	1
> COc1ccc(-c2ccc(C(=O)NCC3CC3)c3occc23)c(C)c1
    9	-1.6	·	-5	1	-4	1	-19	-5	-8
> Cc1ccc(NC(=O)Cn2c(=O)n(Cc3ccco3)c(=N)c3c4c(sc32)COC(C)(C)C4)cc1
    0	-1.2	-39	7	5	-1	3	-5	-2	-2
> Cc1cc(SC(C)C(=O)Nc2c(C)n(C)n(-c3ccccc3)c2=O)nc2ccccc12 (stereo unspecified)
    3	-0.1	-1	2	2	0	-6	-6	7	1
> CCN(CC(=O)NCCCN1CCOCC1)S(=O)(=O)c1ccc(Cl)cc1
    1	2.1	3	-7	-3	-2	2	-3	3	0
> O=C(NNC(=O)c1csc(N2CCOCC2)n1)c1cccnc1
    -8	-2.1	-1	9	1	-2	-7	2	-14	4
> CSc1ccc(N2C(=O)NC3(CCCCC3)C2=O)cc1
    -1	0.4	5	6	2	-5	3	-6	8	2
> O=C(/C=C/c1ccccc1Cl)N(Cc1cccs1)C1CCS(=O)(=O)C1 (stereo unspecified)
    3	-1.5	9	-7	-3	-1	-2	-4	-1	-3
> Cc1ccc(C(C)C)c(OCC(=O)NC2CCN(C)CC2)c1
    1	-1.4	-1	9	-6	1	0	0	-7	3
> COc1cccc(CNC(=O)c2cccc(S(=O)(=O)N3CCN(c4ccc(F)cc4)CC3)c2)c1
    -3	-0.1	-26	5	4	1	-3	-19	1	8
> CC(=O)C(Sc1nc(N(C)C)nc(N(C)C)n1)C(=O)Nc1ccccc1 (stereo unspecified)
    5	-0.6	-6	-3	2	2	-1	-1	4	0
> O=C(Nc1nc2nc(-c3ccccc3)cc(-c3ccccc3)n2n1)c1ccco1
    2	-0.3	-29	8	2	0	-1	-16	0	-16
> Cc1ccc(S(=O)(=O)c2nc(S(C)(=O)=O)sc2N2CCOCC2)cc1
    -5	1.4	3	7	-3	2	-4	0	-6	4
> CC1(C(=O)Nc2cccc3c2CCCC3)CCN1C(=O)CCC1CCCC1 (stereo unspecified)
    2	-1.5	·	10	-2	3	-1	2	-6	-5
> O=C(O)CCC(=O)c1ccc2sc3ccccc3c2c1
    0	-0.4	0	-1	5	2	-1	-5	-2	-8
> O=C(NC1CCCCN(Cc2cccc(Cl)c2)C1=O)c1ccc(F)cc1 (stereo unspecified)
    -1	·	·	·	-1	-3	4	-1	-4	-3
> O=C(Nc1cccnc1)c1ccc(F)cc1
    -3	-1.2	3	3	-3	0	-5	-4	4	6
> COC(=O)c1cc(NS(=O)(=O)c2ccc(NC(C)=O)cc2)ccc1Cl
    2	1.4	-1	1	0	0	0	1	1	-6
> CC(C)(C)NC(=O)CN(C(=O)C(=O)Nc1ccc2c(c1)OCCO2)N1CCOCC1
    5	-4.2	-1	-5	0	-3	3	5	-1	5
> COc1ccc(CN(C(=O)c2oc3ccccc3c2C)C2CCS(=O)(=O)C2)cc1 (stereo unspecified)
    -1	-0.1	1	-2	-11	-1	5	-6	-5	-8
> CC12CCC(C(=O)Nc3cccc(Cl)c3Cl)([C@H](Br)C1=O)C2(C)C (stereo partly specified)
    6	1.0	2	0	-4	-6	3	-10	-16	-4
> O=c1[nH]cnc(O)c1C(c1ccc(F)cc1)c1c(O)nc[nH]c1=O
    2	0.4	-1	-3	-3	-4	-2	0	6	-4
> CCc1cc(=O)[nH]c(SCc2ccc(C)cc2)n1
    -1	-3.8	2	7	0	1	6	2	2	-5
> CC1(C)C(c2cccs2)=[N+]([O-])C2(CCCCC/C2=N\NC(N)=S)N1O (stereo unspecified)
    -1	-1.5	-3	2	2	-1	4	9	-4	6
> O=C(CSCc1ccc(Cl)cc1)N1CCCCC1
    1	-0.4	0	-3	-7	-3	10	1	5	0
> O=c1c2ccccc2nc2sc(Nc3cccc(Cl)c3)nn12
    -1	6.5	1	0	4	0	127*	3	7	-1

A different layout for some results above.
> CC1(C)C(c2cccs2)=[N+]([O-])C2(CCCCC/C2=N\NC(N)=S)N1O (stereo unspecified)
  PRMT1 inh: -1
  PG9 Ab binder: -1.5
  HTRA1 inh: -3
  TCR CD3 inh: 2
  rCAG RNA binder: 2
  LEDGF integ inh: -1
  Rev-erbA mod: 4
  mABHD4 FP: 9
  TDP2 inh: -4
  SIAE inh: 6

> O=C(CSCc1ccc(Cl)cc1)N1CCCCC1
  PRMT1 inh: 1
  PG9 Ab binder: -0.4
  HTRA1 inh: 0
  TCR CD3 inh: -3
  rCAG RNA binder: -7
  LEDGF integ inh: -3
  Rev-erbA mod: 10
  mABHD4 FP: 1
  TDP2 inh: 5
  SIAE inh: 0

> O=c1c2ccccc2nc2sc(Nc3cccc(Cl)c3)nn12
  PRMT1 inh: -1
  PG9 Ab binder: 6.5
  HTRA1 inh: 1
  TCR CD3 inh: 0
  rCAG RNA binder: 4
  LEDGF integ inh: 0
  Rev-erbA mod: 127*
  mABHD4 FP: 3
  TDP2 inh: 7
  SIAE inh: -1

The listing continues.
Each structure is followed by: PRMT1 inh	PG9 Ab binder	HTRA1 inh	TCR CD3 inh	rCAG RNA binder	LEDGF integ inh	Rev-erbA mod	mABHD4 FP	TDP2 inh	SIAE inh
> Cc1cc(NS(=O)(=O)c2ccc(NC(=O)Nc3cccc(C(F)(F)F)c3)cc2)no1
    -2	-1.1	-47	3	50*	2	-1	-32	-14	-20
> COc1cc(CNCCc2ccccc2F)ccc1OCC(=O)N1CCCCC1
    -1	0.2	3	2	-9	0	5	1	-2	10
> CCOc1ccc(-n2c(C)c(C(C)=O)c3cc(OC(C)=O)ccc32)cc1
    -2	-0.6	-1	2	-1	-1	7	1	4	2
> Cc1cc(C)n(-c2nc3c(c(=O)[nH]c(=O)n3C)n2CC(O)COc2ccc(Cl)cc2Cl)n1 (stereo unspecified)
    2	-0.3	2	3	0	1	-1	3	5	-1
> O=C(CCNS(=O)(=O)c1ccc(OC(F)(F)F)cc1)NCCc1c[nH]c2ccccc12
    -2	1.0	-9	2	1	-2	4	-7	5	4
> C[C@H](CO)N1C[C@H](C)[C@@H](CN(C)C(=O)Nc2ccccc2)Oc2ccc(NC(=O)CCC(F)(F)F)cc2C1=O
    -1	0.8	-3	5	-9	-1	-2	-1	5	6
> COc1ccc(S(=O)(=O)NCC(=O)Nc2ccc3c(c2)OCCO3)cc1OC
    -3	1.3	6	2	1	0	1	-1	8	2
> CCCNC(=O)CCNC(=O)[C@H](O)C(C)(C)CO
    3	-0.4	4	2	1	2	1	3	2	0
> O=C(Nc1ccc2c(c1)OCO2)N1CCN(C/C=C/c2ccccc2)CC1
    0	-2.1	3	-3	-5	-2	-6	-2	12	1
> CCCN1CCC(=O)N([C@H](COc2ccccc2)Cc2ccccc2)CC1
    -1	-0.8	-9	-6	-12	-1	-2	5	8	0
> COc1cc(OC)cc(-c2nc3ccccc3c(=O)n2OC(=O)c2ccc(C)c(C)c2)c1
    -3	-1.4	-18	3	3	4	-5	-7	5	-5
> O=C(NCCCN=C1NS(=O)(=O)c2ccccc21)c1ccc(F)cc1
    -5	-0.5	3	5	-10	1	0	-3	5	-3
> COc1ccccc1-c1ccc2c(c1)C(C)(Cc1ccc(F)c(Cl)c1)C(=O)N2 (stereo unspecified)
    -1	1.2	·	6	5	-1	12	-22	-3	-8
> Oc1cccc(CN2CCN(c3ncc(Cc4ccccc4)cn3)CC2)c1
    -2	2.0	·	9	5	6	1	-6	-14	4
> O=C(O)Cc1ccc(O)cc1
    6	-1.1	5	-7	-4	-8	8	2	-20	1
> O=C(OCCCN1C(=O)c2ccccc2C1=O)c1ccco1
    -1	2.0	6	-1	-2	-1	-3	-3	5	1
> Cc1cc(C(=O)COc2ncnc3sccc23)c(C)n1C1CC1
    3	-0.6	-11	2	5	0	3	3	-8	5
